Assay outcomes (PubChem)
CCHFV vOTU inh = CCHFV vOTU protease inhibitors, primary screen, biochemical, Pep-AMC substrate, fluorescence; 370,000 compounds, 0.55% hits; Crimean-Congo hemorrhagic fever virus L polyprotein viral ovarian tumor (vOTU) protease …; inhibition, % at 11.5 µM; in the data active means inhibition above about 30%; further: 0% = vehicle wells with enzyme and 100% = no enzyme wells
PrPC surface inh = inhibitors of human cell surface prion protein PrPC, primary screen, cell-based, TR-FRET; Major prion protein (Homo sapiens), P04156; TR-FRET read-out; inhibition, % at 13.8 µM; 370,000 compounds, 0.43% hits; in the data active means inhibition above about 24%; further: 0% = median of the test wells and 100% = reference compound wells
* hit, by the source's call. Only part of the results is shown; the hit share may differ from the screen's.

SMILES | CCHFV vOTU inh | PrPC surface inh
CCOC(=O)C1=CCN(S(=O)(=O)c2cccc(Cl)c2)C1c1ccc(Cl)cc1 (configuration not stated) | 6 | -6
Cc1ccc(C(=O)C2CCN(CC(=O)N3CC(C)CC(C)C3)CC2)cc1 (configuration not stated) | -3 | -10
Cn1c(=O)oc2cc(S(=O)(=O)N3CCN(C(=O)C4CCCO4)CC3)ccc21 (configuration not stated) | -3 | -1
CCOc1ccc(-n2c(SCc3cccc4ccccc34)nnc2-c2ccc(C)cc2)cc1 | 12 | 2
C=CCNc1ccc2c(c1)OC[C@H](CC(C)C)NS2(=O)=O | 2 | 13
Cc1ccc(S(=O)(=O)NCC2CCN(C(=O)C(=O)c3cccs3)CC2)cc1 | -5 | -3
O=C(CNc1nnnn1-c1ccccc1)N1CCCC1 | -6 | -2
COc1cc(C=Nn2c(-c3ccccc3F)n[nH]c2=S)ccc1OCc1ccccc1 | 13 | -1
CCOc1ccc(Oc2c(Cl)c(Br)nn(Cc3cccc4ccccc34)c2=O)cc1 | 12 | -1
COc1cccc(-c2ccc3c(c2)[C@@H]2C[C@H]4[C@@H](CN2CC3)[C@H](C)ON4C)c1 | 11 | -12
Cc1c[nH]c2cccc(-c3ccc(Cl)cc3Cl)c12 | 6 | 3
CC1=CC2C3C(=O)N(c4ccccc4)C(=O)C3C1C(=O)C2(O)C(C)C (configuration not stated) | -6 | 0
CC1(C)CC(=O)N(CC(=O)N2CCN(Cc3ccccc3)CC2)c2ccccc2S1(=O)=O | -3 | -7
CC(=O)c1ccc(S(=O)(=O)N2CCN(C(=O)C(=O)c3cccc(C(F)(F)F)c3)CC2)cc1 | -4 | -5
N#Cc1ccccc1N1CCN(C(=O)C2CCN(c3ncnc4c3sc3cccc(F)c34)CC2)CC1 | 0 | 8
COC(=O)[C@H](CC(C)C)N(CCCc1cn(Cc2ccccc2)nn1)S(=O)(=O)c1ccccc1Br | 22 | 3
O=C(C(=O)N1CCN(c2ccncc2)CC1)c1cccc(Br)c1 | -5 | 1
COc1cc(-n2c(C)nc3cc(C(=O)N4CCCCC4)ccc32)cc(OC)c1OC | -2 | -2
COC(=O)C1=CN(c2ccc(OC)cc2OC)C(N)=C(C#N)C1c1cccc([N+](=O)[O-])c1 (configuration not stated) | 10 | 13
O=C(NC1CCCCN(Cc2ccc(Cl)cc2)C1=O)c1ccc2ccccc2c1 (configuration not stated) | 9 | 5
COc1ccc(CNS(=O)(=O)/C=C/c2ccc(F)cc2CNC(=O)OC(C)(C)C)cc1 | 9 | 0
COCc1cn(-c2cccc(-c3noc4c3C(=O)N(CC(=O)N3CCOCC3)CC4)c2)nn1 | -3 | 4
COC(=O)[C@H]1[C@@H](O)[C@@]2(O)c3c(OC)cc(OC)cc3O[C@@]2(c2ccc(OC)cc2)[C@@H]1c1ccc(F)cc1 | 1 | 83*
CC(C)NC(=O)C1(C)CN(S(C)(=O)=O)CC(=O)N1CCc1ccccc1 (configuration not stated) | 0 | 2
CO[C@@H]1CN(C)C(=O)c2ccc(NC(=O)c3ccccc3F)cc2OC[C@@H](C)N(CC2CCOCC2)C[C@@H]1C | 21 | 1

12 of these compounds, set out differently.
| Structure | CCHFV vOTU inh | PrPC surface inh |
| --- | --- | --- |
| CC(=O)c1ccc(S(=O)(=O)N2CCN(C(=O)C(=O)c3cccc(C(F)(F)F)c3)CC2)cc1 | -4 | -5 |
| N#Cc1ccccc1N1CCN(C(=O)C2CCN(c3ncnc4c3sc3cccc(F)c34)CC2)CC1 | 0 | 8 |
| COC(=O)[C@H](CC(C)C)N(CCCc1cn(Cc2ccccc2)nn1)S(=O)(=O)c1ccccc1Br | 22 | 3 |
| O=C(C(=O)N1CCN(c2ccncc2)CC1)c1cccc(Br)c1 | -5 | 1 |
| COc1cc(-n2c(C)nc3cc(C(=O)N4CCCCC4)ccc32)cc(OC)c1OC | -2 | -2 |
| COC(=O)C1=CN(c2ccc(OC)cc2OC)C(N)=C(C#N)C1c1cccc([N+](=O)[O-])c1 (configuration not stated) | 10 | 13 |
| O=C(NC1CCCCN(Cc2ccc(Cl)cc2)C1=O)c1ccc2ccccc2c1 (configuration not stated) | 9 | 5 |
| COc1ccc(CNS(=O)(=O)/C=C/c2ccc(F)cc2CNC(=O)OC(C)(C)C)cc1 | 9 | 0 |
| COCc1cn(-c2cccc(-c3noc4c3C(=O)N(CC(=O)N3CCOCC3)CC4)c2)nn1 | -3 | 4 |
| COC(=O)[C@H]1[C@@H](O)[C@@]2(O)c3c(OC)cc(OC)cc3O[C@@]2(c2ccc(OC)cc2)[C@@H]1c1ccc(F)cc1 | 1 | 83* |
| CC(C)NC(=O)C1(C)CN(S(C)(=O)=O)CC(=O)N1CCc1ccccc1 (configuration not stated) | 0 | 2 |
| CO[C@@H]1CN(C)C(=O)c2ccc(NC(=O)c3ccccc3F)cc2OC[C@@H](C)N(CC2CCOCC2)C[C@@H]1C | 21 | 1 |

(list continues)
SMILES | CCHFV vOTU inh | PrPC surface inh
C=CCN1C(=O)[C@@H](CC(=O)N2CCOCC2)[C@]2(C(=O)OC)CCCCC=C12 | 0 | 6
COC(=O)[C@]12C[C@H](CC(=O)N3CCCCC3)C(=O)N(CCc3ccc(OC)c(OC)c3)C1=C[C@H](C1CCCC1)O[C@@H]2C | 11 | 6
COc1ccccc1Cc1c(-c2ccc(Cl)cc2)nc2ccc(C)cn12 | 0 | -5
O=C(CSc1nnc(COc2ccccc2)n1Cc1ccco1)Nc1ccc2c(c1)OCO2 | -3 | 13
COc1ccc(NC(=O)N(C)C[C@H]2OCCCC[C@H](C)Oc3ccc(NC(=O)Nc4cccc5ccccc45)cc3C(=O)N([C@@H](C)CO)C[C@H]2C)cc1 | -8 | 3
C#CCN(Cc1ccco1)C(=O)c1nnc2c3ccccc3n(S(=O)(=O)c3ccc(C)cc3)c2n1 | -5 | 4
Cc1ccc(OC(=O)N(C)C[C@H]2OCc3cn(nn3)CCCC(=O)N([C@@H](C)CO)C[C@@H]2C)cc1 | 13 | -6
CN1c2ccc(C#CC3CC3)cc2[C@@H]2[C@@H](CCN2C(=O)C2CCOCC2)[C@H]1CO | -2 | -3
COc1cc(NC(=O)c2ccccc2)c(C)cc1NC(=O)CSc1nnc(COc2ccccc2)n1Cc1ccco1 | 5 | -3
CC(C)(C)n1nc(C2CC2)c(Br)c1NC(=O)c1ccccc1Cl | -1 | 10
Cc1ccc(NC(=O)OC2CC3CC2[C@H]2CCCCN2C3)cc1 (some centres not stated) | -3 | -3
NC(=O)c1ncn2c(=O)n(CCCl)nnc12 | 4 | 9
CN(C)C(=O)C[C@@H]1CC[C@@H](NC(=O)C2CCC2)[C@@H](CO)O1 | 2 | -5
COC(=O)[C@H](C(C)C)N1Cc2nnn(Cc3ccc(C)cc3)c2-c2ccccc2S1(=O)=O | 7 | -2
Cc1ccc([N+](=O)[O-])cc1CN1CCN(c2ncc(Cc3ccccc3)cn2)CC1 | 17 | -13
O=C(CSc1nnc(-c2ccccn2)n1-c1ccccc1)c1ccc(Cl)c(Cl)c1 | 5 | 3
COC(=O)C1CN(Cc2cn(Cc3ccc(F)cc3)nn2)CCS(=O)(=O)N1Cc1ccc(OC)cc1 (configuration not stated) | 1 | 16
COC(=O)CCC1NC(=O)C(Cc2c[nH]c3ccccc23)NC(=O)C2CC(=O)OC(C)C(NC(=O)C(C)NC(=O)C3CCCN3C(=O)C3CCCN3C(=O)C(C)NC(C)=O)C(=O)NC(CC(C)C)C(=O)NC(CCCCNC(=O)CCC(C(=O)NC(Cc3ccc(O)cc3)C(=O)O)NC1=O)C(=O)NC(Cc1c[nH]c3ccccc13)C(=O)N1CCCC1C(=O)NC(CO)C(=O)N2 (configuration not stated) | 9 | 21
CCCCNC(=O)C(NC(=O)c1ccc2ccccc2c1)C(=O)c1ccccc1 (configuration not stated) | 2 | 6
Cc1ccc(Cn2cc(CN3CC=CS3(=O)=O)nn2)cc1 | 0 | -3
CCCCCCCCNS(=O)(=O)/C=C/c1ccccc1CNC(=O)OC(C)(C)C | 36* | -2
O=C1COc2ccccc2C(c2nnnn2-c2ccc3ccccc3c2)N1C1CC1 (configuration not stated) | 0 | 7
CCCCCCCCN1C(=O)[C@@H](CC(=O)N2CCN(C(=O)C3CC3)CC2)C[C@@]2(C(=O)OC)C1=C[C@H](C(C)(C)C)O[C@@H]2C | 38* | -5
CCOC(=O)N1CCN(C(=O)C[C@H]2C[C@@]3(C(=O)OC)C(=C[C@H](C(C)(C)C)O[C@@H]3C)N(Cc3ccco3)C2=O)CC1 | 11 | 5
Cc1ccc(-c2nnc3n2N=C(c2ccc(-c4ccccc4)cc2)CS3)cc1 | 13 | 6

(further entries)
SMILES | CCHFV vOTU inh | PrPC surface inh
COCc1[nH]nc2c1C(c1ccc(Br)cc1)N(Cc1ccccc1)C2=O (configuration not stated) | 12 | 6
CC(C(=O)NC1CCCC1)n1c(C2CC2)nc2ccccc21 (configuration not stated) | 22 | -4
CC(C)[C@H](N)C(=O)OCC(CO)OCn1cnc2c(=O)[nH]c(N)nc21 (some centres not stated) | 21 | 16
CCOC(=O)N1CCN(C(=O)C[C@H]2C[C@@]3(C(=O)OC)C(=C[C@H](C(C)C)O[C@@H]3C3CC3)N(Cc3ccccc3)C2=O)CC1 | 6 | -1
COC(=O)CSc1nnc(-c2cc(-c3ccccc3)n[nH]2)n1N | -2 | 8
CCc1cc2c(nc1CC)CCCN2S(=O)(=O)c1ccc(F)cc1 | -4 | 3
COC(=O)[C@]12C[C@H](CC(=O)NCc3ccc(C)o3)C(=O)N(Cc3ccccc3)C1=C[C@H](COCc1ccccc1)O[C@@H]2C | 7 | -9
CCOc1ccc(-n2c(COc3ccccc3)nnc2SCC(=O)Nc2ccc3c(c2)OCCO3)cc1 | 13 | 5
O=S1(=O)N[C@H](Cc2ccccc2)COc2cc(N3CCCC3)ccc21 | -2 | 3
N#Cc1ccc(/C=C2\CC3(OC(=O)C4CCCC4)CCCN2C3)cc1 (configuration not stated) | 1 | 2
CCc1cc(OC)c(CCN)cc1OC | -4 | 0
CC(C)(C)OC(=O)N1CCC(c2ccc[nH]2)(c2c[nH]c3ccccc23)CC1 | 16 | 5
Cc1cccc(CCNC(=O)CSc2nc3c([nH]2)c(=O)n(C)c(=O)n3C)c1 | -1 | -1
Cc1ccc(NC(=O)OCCCN2C(=O)CCC23CCC(C)CC3)cc1C (configuration not stated) | 15 | 6
CN1OC[C@@H]2CN(Cc3ccc4c(c3)OCO4)[C@H](c3ccc(-n4ccnc4)cc3)C[C@@H]21 | 14 | 0
COC(=O)C[C@@H]1C=C[C@@H](NC(=O)Nc2cccc(F)c2)[C@@H](CO)O1 | -7 | 2
COc1ccc(Cn2ccc3ccc(-c4ccc5ccn(C(=O)c6cccc(OC)c6)c5c4)cc32)cc1 | -6 | 0
Cc1nc2ccc(S(=O)(=O)NCC(=O)N(C)Cc3ccccc3Cl)cc2s1 | -6 | 4
CC(=O)c1ccc(NC(=O)NC2CCCCN(Cc3cccc(Cl)c3)C2=O)cc1 (configuration not stated) | 29 | 12
COC(=O)C1=C(C)N(Cc2ccc(Br)cc2)C(=S)NC1c1cccc(F)c1 (configuration not stated) | 4 | 7
CC(=O)Nc1nc2ncccn2c1-c1ccc(C)cc1 | -65 | 6
CC(C)n1nnnc1C1(C)CSCC(=O)N1Cc1cccc(F)c1 (configuration not stated) | -1 | -2
O=C(Nc1ccc2c(c1)Cc1ccccc1-2)NC1CCCCN(Cc2ccc(Cl)cc2)C1=O (configuration not stated) | 9 | -4
Oc1cc(Cl)c(Cl)cc1Cl | 20 | -2
C=CCc1cccc(C=NNC(=O)c2ccco2)c1O | 1 | 10

One compound at a time, as listed above. Order of screens: CCHFV vOTU inh, PrPC surface inh
CCCCCCCCN1C(=O)[C@@H](CC(=O)N2CCN(C(=O)C3CC3)CC2)C[C@@]2(C(=O)OC)C1=C[C@H](C(C)(C)C)O[C@@H]2C is listed as 38*, -5
CC(C)[C@H](N)C(=O)OCC(CO)OCn1cnc2c(=O)[nH]c(N)nc21 (some centres not stated) is listed as 21, 16

The results go on:
SMILES | CCHFV vOTU inh | PrPC surface inh
O=C(Cn1cnc2ccccc2c1=O)N1CCN(Cc2ccc(F)cc2)CC1 | 12 | 4
O=C(NCc1cccs1)C1C2C=CC3(CN(Cc4ccccc4)C(=O)C13)O2 (configuration not stated) | -8 | -1
COC(=O)[C@]12C[C@H](CC(=O)N3CCSCC3)C(=O)N(Cc3ccc(Cl)cc3Cl)C1=C[C@H](C(C)(C)C)O[C@@H]2C | 20 | -1
Cc1cc(N2CCN(CC(C)(C)O)C[C@@H]2C)ccc1N1CCN(Cc2ccccc2)[C@H](C)C1 | 7 | 8
C[C@H]1CCCN1c1cccc2c1S(=O)(=O)N1CC[C@@H](C1)O2 | -7 | -5
COc1ccc(C2C(C(=O)Nc3cc(OC)c(OC)c(OC)c3)CCC(=O)N2c2ccc(OC)cc2)cc1 (configuration not stated) | -5 | -4
Cc1ccccc1CN1CCCCC(NC(=O)c2cc(-c3ccccc3)no2)C1=O (configuration not stated) | 5 | -6
O=C1Nc2ccccc2-n2nnnc2C1N1CCc2ccccc2C1 (configuration not stated) | 6 | -1
Cc1cc(NS(=O)(=O)c2ccc(NC(=O)CSc3nnc(-c4ccncc4)n3Cc3ccco3)cc2)nc(C)n1 | 3 | -7
O=C(CCS(=O)(=O)c1ccccc1)Nc1ccc(Cl)c(Cl)c1 | 13 | 4
COc1ccc(CN(C)C(=O)[C@@H](Cc2ccccc2)NC(=O)[C@H]2O[C@@H](n3ccc(N)nc3=O)[C@H](O)[C@@H]2O)cc1OC | -4 | 1
CCOC(=O)C1=C(C(=O)OCC)C2N(Cc3ccc(C#N)cc3)c3ccccc3[C@@]23C[C@@H](C(=O)OC)N(S(=O)(=O)c2ccccc2)C3=N1 (some centres not stated) | 0 | -6
COC(=O)[C@]12C[C@H](CC(=O)NCCCN3CCCC3=O)C(=O)N(CCC3=CCCCC3)C1=C[C@H](C1CCCC1)O[C@@H]2C | 0 | 1
C[C@@H]1ON(C)[C@H]2C[C@H]3c4[nH]c5cccc(-c6ccc7c(c6)OCO7)c5c4CCN3C(=O)[C@@H]12 | 13 | -1
CC(=O)N1CCCN(C(=O)CCn2nnc3ccccc32)CC1 | -4 | -5
O=C(CNS(=O)(=O)c1ccccc1F)N1CCN(c2ccccn2)CC1 | -1 | -1
